Screening results from PubChem.
UBC13 polyUb – inhibitors of human UBC13 polyubiquitin chain formation. 330,000 compounds, 0.47% hits. inhibition, % at 20 µM. AID 485273. TR-FRET. P61088; in the data active = inhibition above about 45%, passing the limit was not always enough; inconclusive = no clear call, values can overlap the other calls
Target sequence (P61088 whole entry, looked up): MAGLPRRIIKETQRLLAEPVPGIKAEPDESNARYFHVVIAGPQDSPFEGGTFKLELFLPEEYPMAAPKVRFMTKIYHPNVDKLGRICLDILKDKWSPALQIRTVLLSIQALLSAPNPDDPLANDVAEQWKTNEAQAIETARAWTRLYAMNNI
SENP8 inh – blocks the human protease SENP8; Q96LD8; purified SENP8, Z-RLRGG-aminoluciferin cleavage, luminescence; inhibition, % at 10 µM; 330,000 compounds, 1.2% hits
Target sequence (Q96LD8 whole entry, looked up): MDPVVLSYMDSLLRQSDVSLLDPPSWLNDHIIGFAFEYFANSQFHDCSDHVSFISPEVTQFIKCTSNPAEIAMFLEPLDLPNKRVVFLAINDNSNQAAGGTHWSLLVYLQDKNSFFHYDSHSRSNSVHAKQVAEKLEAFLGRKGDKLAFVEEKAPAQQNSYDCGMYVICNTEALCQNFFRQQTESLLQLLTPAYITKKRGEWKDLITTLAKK
697 NFkB inh – lowers PMA/ionomycin-induced NF-kB signal in 697 B cells; 330,000 compounds, 0.33% hits; 697 B-cell NF-kB luciferase reporter, 16 h; AID 435022; inhibition, % at 4 µM; in the data active = inhibition above about 35%
Apaf1 inhib – human Apaf-1 inhibition. O14727. reconstituted apoptosome caspase-3 activity, DEVD-Rh110 fluorescence. inhibition, % at 20 µM. 330,000 compounds, 0.71% hits; active = inhibition of at least 40% at 20 µM;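 also: plate controls were DMSO wells for no effect and DEVD-CHO caspase inhibitor wells for full effect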
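Medium: Hepes buffer, pH 7.5 / System: biochemical Apaf-1 apoptosome reconstitution / Measured by: Rh110 fluorescence, excitation 480 nm, emission 540 nm / Times: compound with Apaf-1, dATP, procaspase-3 30 min, then 50 min reaction, room temperature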
SENP7 block – blocks the human protease SENP7; inhibition, % at 5 µM; 330,000 compounds, 1.5% hits; recombinant SENP7, Z-RLRGG-aminoluciferin luminescence, 40 min;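 active = inhibition above about 50% at the single test dose, limit read from the data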;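 also: plate controls were DMSO with enzyme for no effect and no enzyme buffer wells for full effect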
Target sequence (Q9BQF6 706-1050 limits assumed): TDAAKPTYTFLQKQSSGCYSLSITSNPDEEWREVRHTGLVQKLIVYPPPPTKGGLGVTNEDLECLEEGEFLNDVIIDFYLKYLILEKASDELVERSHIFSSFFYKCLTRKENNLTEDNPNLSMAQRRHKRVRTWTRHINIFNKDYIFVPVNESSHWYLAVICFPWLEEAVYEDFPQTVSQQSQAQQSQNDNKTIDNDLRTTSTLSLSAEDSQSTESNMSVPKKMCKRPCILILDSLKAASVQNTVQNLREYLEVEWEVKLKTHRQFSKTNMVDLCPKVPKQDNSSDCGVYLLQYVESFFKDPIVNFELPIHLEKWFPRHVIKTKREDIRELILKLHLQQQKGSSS
Jurkat NFkB inh – lowers PMA/ionomycin-induced NF-kB signal in Jurkat cells | inhibition, % at 4 µM | AID 435003 | 330,000 compounds, 0.53% hits | PMA/ionomycin-induced NF-kB luciferase reporter, luminescence
HKDC1 inh – blocks human hexokinase HKDC1 activity | recombinant HKDC1, G6PDH/diaphorase resazurin coupled fluorescence | inhibition, % at 20 µM | 340,000 compounds, 0.16% hits;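 active = inhibition above about 35% when tested at 20 µM, limit read from the data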;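 also: plate controls were DMSO wells with enzyme for no effect and DMSO wells lacking enzyme for full effect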
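Test system: HK5 enzyme. Quantity: 5 µg/mL HK5 final. Reagent: glucose and ATP substrates. Schedule: 90 min reaction incubation at room temperature, dark. Technique: resazurin-to-resorufin fluorescence via G6PDH and diaphorase coupling, 525/613 nm. Control set: DMSO wells with and without enzyme mix.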
Gli-Sufu block – blocks Gli-Sufu signaling in a luciferase reporter | Sufu-KO-LIGHT fibroblasts, Gli luciferase reporter luminescence | inhibition, % at 5 µM | 340,000 compounds, 0.74% hits | AID 588413;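 active = inhibition above about 55%, limit read from the data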;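 also: 0% = DMSO-treated cells and 100% = wells with medium but no cells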
* = called active by the depositor; u = inconclusive; x = not tested or not shown. Rule as the data show it, unless noted: active = inhibition above about 50%; inactive = the rest.

SMILES	UBC13 polyUb	SENP8 inh	697 NFkB inh	Apaf1 inhib	SENP7 block	Jurkat NFkB inh	HKDC1 inh	Gli-Sufu block
CCCS(=O)(=O)c1c(S(=O)(=O)CCC)c2cnccn2c1C(=O)c1ccc(Cl)cc1	-11	-10	-51	13	-8	-24	-4	0
CCOc1ccccc1NC(=O)CN1CCC(C(=O)c2ccc(OC)cc2)CC1	-2	-8	5	9	-4	9	-4	13
CCn1cc(S(=O)(=O)NC2CCCCC2)cn1	-9	13	9	-2	-2	1	-4	-7
COc1ccc(CCN(C)C(=S)Nc2ccc(SC(F)F)cc2)cc1OC	10	-4	-9	6	5	-8	-4	-1
CSc1nnc(C2CCCN(CC(=O)Nc3ccccc3N3CCOCC3)C2)n1C(C)C (stereo not given)	1	-5	-4	2	-8	-9	-4	13
Cc1nc2cc(C(F)(F)F)ccc2n1C1CCN(C(=O)N2CCOCC2)CC1	-2	-7	5	7	10	5	5	6
Cc1cccc(C)c1OCC(=O)Nc1c(C)nn(C)c1C	-1	7	8	-18	1	0	-9	9
Cc1cccc(Oc2nc(CN3CCOCC3)nc3sc4c(c23)CCCC4)c1	12	2	-12	29	1	-2	-4	16
Cc1cc(NC(=O)Nc2c[nH]c(=O)[nH]c2=O)ccc1Br	2	-12	-27	1	-14	-10	-3	1
Cc1ccc(/C=C2\SC(=S)N(/N=C/c3cc([N+](=O)[O-])ccc3O)C2=O)o1	-29	12	22	-14	-1	-4	-12	-3
Cc1cc(=O)c(C(=O)Nc2cccc(C(=O)NC3CC3)c2)nn1-c1ccccc1Cl	-12	11	-35	0	1	-16	1	-8
CC(=O)NC(CSc1cc(C)nc2ccc(Br)cc12)C(=O)O (stereo not given)	u	-1	22	-17	11	5	0	-8
c1ccc(-n2nnnc2SCc2ccccn2)cc1	-4	-8	1	1	-4	-3	0	-23
CCC(C)(C)NC(=O)C(c1ccc(C)cc1)N(CC1CCCO1)C(=O)c1csnn1 (stereo not given)	-8	-11	1	6	-7	-3	-5	23
CCOCC(O)CSCc1ccc(Cl)cc1 (stereo not given)	-8	6	-2	8	9	2	-2	2
CSc1ncccc1C(=O)Nc1ccc(F)c(F)c1F	0	4	9	3	-2	3	-9	4
Cc1ccc(CNC(=O)C2CCCN(S(=O)(=O)N3CC(C)CC(C)C3)C2)cc1 (stereo not given)	8	-3	17	10	-3	17	-3	4
COC(=O)Nc1ccccc1C(=O)N1CCC(O)(c2ccc(Cl)cc2)CC1	-10	2	-16	5	6	-17	-5	5
CC(C)c1ccc(C(=O)OC2CCOC2=O)cc1 (stereo not given)	-2	2	5	19	6	-5	-3	-28
CC(=O)N(Cc1ccccc1)c1ccccc1C(=O)O	5	-6	19	-15	-2	2	-4	-1
Cc1cc(-c2cc(C(=O)NC3CCCC3)on2)nc(NC2CCCC2)n1	8	1	2	-2	12	2	1	17
CCCOC(=O)c1[nH]c2c(c1C)C(=O)CC(c1cc(OC)c(OC)c(OC)c1)C2 (stereo not given)	9	5	15	2	0	35	-2	49
Cc1c(-c2cccc(Cl)c2)nc2ccccc2c1C(=O)OCC(=O)Nc1ccc2c(c1)OCO2	-14	-2	6	12	-1	16	-5	13
COc1ccc(Oc2ncccc2NC(=O)c2cccc(C)c2C)cc1	1	-8	-5	10	-8	-3	4	7
CC(CNC(=O)CC(C)(C)C)NC(=O)CC(C)(C)C (stereo not given)	-6	-5	-6	6	2	-7	-2	2

Remaining list, next part:
SMILES	UBC13 polyUb	SENP8 inh	697 NFkB inh	Apaf1 inhib	SENP7 block	Jurkat NFkB inh	HKDC1 inh	Gli-Sufu block
Cc1cc(C)c(S(=O)(=O)N2CCCCC2)c(C)c1-n1ncnn1	-5	-3	-13	-11	4	9	5	-2
CCOc1ccc(-c2ccc(C=O)o2)c([N+](=O)[O-])c1	-29	-6	-2	-1	-8	-3	7	31
Cc1ccc(CNC(=O)C2CCCN2C(=O)Nc2ccc(F)cc2)cc1 (stereo not given)	2	6	3	1	-2	-10	-7	9
O=C(NC(=S)Nc1ccc(S(=O)(=O)N2CCCCC2)cc1)c1cccs1	-10	-12	-17	-4	0	11	-1	-4
COc1ccc(N2CC(C)Cn3c2nc2c3c(=O)n(Cc3ccccc3F)c(=O)n2C)c(OC)c1 (stereo not given)	0	1	14	3	8	10	-1	7
O=C(COC(=O)c1cccnc1Nc1cccc(C(F)(F)F)c1)NCCN1C(=O)CSC1=O	5	1	19	13	0	5	1	0
CCCCN(C(=O)CCC(=O)Nc1cc(C)on1)C(C(=O)NC1CCCC1)c1ccc(OCC)cc1 (stereo not given)	-2	-9	14	4	3	23	-1	13
CN(C)CCOC(=O)CCc1ccccc1	-2	-9	5	0	-3	-6	-5	-4
Cc1nn(-c2ccccc2)c(N)c1C1(O)C(=O)Nc2ccc([N+](=O)[O-])cc21 (stereo not given)	-12	-12	8	4	-8	1	3	-3
Nc1[nH]c(=S)nc2nc(-c3ccccc3)c(-c3ccccc3)nc12	-23	-10	-4	38	-1	24	5	20
CCc1nc(SCC(=O)Nc2nnc(CC)s2)c2c(C)c(C)sc2n1	-6	-2	-36	-1	-9	-5	3	4
CCCOc1ccc(C(CC(=O)O)NC(=O)c2sc3ccccc3c2Cl)cc1 (stereo not given)	-10	13	0	1	7	9	-3	0
CCCn1nc(C(=O)OCC(=O)NC(C)c2ccccc2)c2ccccc2c1=O (stereo not given)	-15	-7	-30	16	-12	-16	-1	49
COc1cc(CCC(=O)N2CCN(c3ccc(N4CCOCC4)nn3)CC2)cc(OC)c1OC	14	5	9	1	3	17	x	x
COc1ccccc1C(=O)NC(=O)COC(=O)C1CC2CCCC(C1)C2=O (stereo not given)	-4	-4	8	4	-1	14	-4	-7
Cc1cccc(-c2noc(CNC(=O)c3ccc4c(c3)OCO4)n2)c1	-2	0	6	3	-1	-2	0	12
CNc1nc(N)nc(OC(C(F)(F)F)C(F)(F)F)n1	8	-3	10	-8	-8	6	-10	0
CC(C)N(Cc1cn[nH]c1-c1ccc(-c2ccccc2)cc1)Cc1nccn1C	20	-6	-4	21	-2	-19	-6	21
Cc1cc2nc(SCC(=O)O)nc(C)c2cc1C	3	0	-19	-9	-3	7	-4	1
CNS(=O)(=O)c1cc(Cl)ccc1Sc1ccccc1C(=O)O	6	3	6	-7	5	11	-7	4
O=C(NC1CCCCC1)NC1(C(=O)NCCCN2CCOCC2)CCCCC1	-7	0	4	5	1	2	5	-13
Cc1cccc(-c2cc(C(=O)Nc3c(C)n(C)n(-c4ccccc4)c3=O)c3ccccc3n2)c1	-7	1	25	12	-9	4	-5	3
N/C(=N\OC(=O)c1cccc(F)c1)c1cccc([N+](=O)[O-])c1	-2	-13	-90	1	28	-54	-8	-44
CC(NC(=O)CN1C(=O)NC(c2ccccc2)(c2ccccc2)C1=O)c1cccs1 (stereo not given)	-5	-12	-6	12	-6	-11	-4	-5
COc1ccc(C(CNC(=O)C2CC(=O)N(Cc3ccccc3)C2)N2CCCC2)cc1 (stereo not given)	42	-7	-8	61*	-4	-21	-5	-7

Some entries already given, showing only 697 NFkB inh, SENP7 block and SENP8 inh.
SMILES	697 NFkB inh	SENP7 block	SENP8 inh
CSc1nnc(C2CCCN(CC(=O)Nc3ccccc3N3CCOCC3)C2)n1C(C)C (stereo not given)	-4	-8	-5
Cc1nc2cc(C(F)(F)F)ccc2n1C1CCN(C(=O)N2CCOCC2)CC1	5	10	-7
Cc1cccc(C)c1OCC(=O)Nc1c(C)nn(C)c1C	8	1	7

Going on with the list:
SMILES	UBC13 polyUb	SENP8 inh	697 NFkB inh	Apaf1 inhib	SENP7 block	Jurkat NFkB inh	HKDC1 inh	Gli-Sufu block
O=C(CNC(=O)c1cccs1)N/N=C/c1ccc(O)cc1O	12	-3	11	3	3	16	-46	0
Cc1cc(/C=N/NC(=O)CC2(C)OCCO2)c(C)n1-c1ccc(Cl)c(Cl)c1	-6	-5	1	7	-2	-6	-2	3
CN(C(=O)CSc1nnnn1-c1ccc(O)cc1)C1CCCCC1	-8	5	15	-1	-7	3	1	-2
Cc1cccc(N(CC(=O)N2CCOCC2)S(C)(=O)=O)c1	7	-2	17	-26	0	14	-10	3
Cc1ccccc1N(CC(=O)NCc1ccccc1)C(=O)CCC(=O)Nc1nccs1	4	-7	-7	6	-6	-5	-6	-7
COc1ccc(/C=N/OCc2ccccc2C#N)c(OC)c1	2	-14	-58	8	1	-51	-4	-74
CCN(CC)c1ccc(NC(=O)c2cccc(OC)c2)c(C)c1	4	1	-16	3	20	4	-2	-15
CC(SCc1ccccc1)C(=O)Nc1ccccc1F (stereo not given)	7	-1	16	-9	-3	1	-4	1
CSCCC(NC(=O)c1ccco1)C(=O)NC1CCCCCC1 (stereo not given)	1	4	9	3	-3	9	-1	-6
C/C(=N/NC(=O)C1CCCC1)c1ccc(NC(=O)C(F)(F)F)cc1	-8	-3	-19	5	-9	6	x	x
Cc1cc(=O)oc2cc(OCC(=O)OCC(=O)N3CCc4ccccc43)ccc12	2	-5	14	2	1	3	-8	7
COc1ccc(NC(=O)c2cn(CCC#N)nc2-c2cc3ccccc3o2)cc1	10	5	10	-22	1	-1	-3	10
COCCCNC(=O)CCCOc1ccccc1	0	8	12	-10	5	-2	8	-5

Single values from the entries so far.
`COc1ccc(NC(=O)c2cn(CCC#N)nc2-c2cc3ccccc3o2)cc1` | UBC13 polyUb = 10
`Cc1cc(=O)oc2cc(OCC(=O)OCC(=O)N3CCc4ccccc43)ccc12` | HKDC1 inh = -8
`O=C(CNC(=O)c1cccs1)N/N=C/c1ccc(O)cc1O` | Gli-Sufu block = 0
`COc1ccc(/C=N/OCc2ccccc2C#N)c(OC)c1` | Gli-Sufu block = -74

Laid out differently: results already given
SMILES: Cc1cc(=O)oc2cc(OCC(=O)OCC(=O)N3CCc4ccccc43)ccc12
- UBC13 polyUb: 2
- SENP8 inh: -5
- 697 NFkB inh: 14
- Apaf1 inhib: 2
- SENP7 block: 1
- Jurkat NFkB inh: 3
- HKDC1 inh: -8
- Gli-Sufu block: 7
SMILES: Cc1cc(/C=N/NC(=O)CC2(C)OCCO2)c(C)n1-c1ccc(Cl)c(Cl)c1
- UBC13 polyUb: -6
- SENP8 inh: -5
- 697 NFkB inh: 1
- Apaf1 inhib: 7
- SENP7 block: -2
- Jurkat NFkB inh: -6
- HKDC1 inh: -2
- Gli-Sufu block: 3
